Bioassay records (PubChem BioAssay)
TAAR1 agonist: human TAAR1 agonists, primary screen, Fluo-8 calcium fluorescence, CHO RD-HGA16 cells | Trace amine-associated receptor 1 (Homo sapiens), Q96RJ0 | vehicle wells 0%, saturating PEA agonist 100% | activation, % at 3 µM | hit rate 0.99% among 360,000 | AID 624467, 2012;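 active = activation above the mean activation of all test compounds in the run plus 3 SD, cut at about 38% in these data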
Target sequence (Q96RJ0 whole entry, looked up): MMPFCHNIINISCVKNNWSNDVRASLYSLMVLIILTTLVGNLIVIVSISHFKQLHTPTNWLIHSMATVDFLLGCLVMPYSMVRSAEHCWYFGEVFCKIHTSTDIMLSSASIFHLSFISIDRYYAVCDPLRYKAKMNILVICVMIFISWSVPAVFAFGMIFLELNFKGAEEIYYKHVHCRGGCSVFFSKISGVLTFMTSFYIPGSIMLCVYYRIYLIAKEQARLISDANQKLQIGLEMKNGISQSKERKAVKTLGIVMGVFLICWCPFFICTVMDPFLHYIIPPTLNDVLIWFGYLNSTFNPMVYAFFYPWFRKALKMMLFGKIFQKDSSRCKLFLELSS
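Test system: RD-HGA16 (CHO) cells co-expressing Gα16 and hTAAR1; dosing: one-point dosing at 3 µM (nominal); timing: 17-24 h seeding, 75 min 37 °C dye, 30 min RT; signal: kinetic Fluo-8 calcium fluorescence; read-out basis: % activation relative to PEA EC100 response; controls: DMSO and PEA EC100; replicates: n 1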
CHRM4 antagonist: human M4 muscarinic receptor antagonists, primary screen, CHO cells, Fluo-8 calcium fluorescence | CHO-hM4 cells, ACh EC80 | inhibition, % at 3 µM | hit rate 0.73% among 360,000 | AID 624125, 2012;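 active = inhibition above its plate's cutoff, the mean inhibition of sample wells plus 3 SD, cut at about 27% in these data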;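 also: 0% = acetylcholine EC80 with DMSO and 100% = DMSO without agonist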
M5 antag: human M5 muscarinic receptor antagonists, primary screen, CHO cells, Fluo-8 calcium fluorescence | Muscarinic acetylcholine receptor M5 (Homo sapiens), P08912 | CHO-hM5 cells, ACh EC80 | inhibition, % at 3 µM | hit rate 0.59% among 360,000 | AID 624040, 2012;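 active = inhibition above a per-plate cutoff, the mean of that plate's test compounds plus 3 SD, cut at about 27% in these data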;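 also: 0% = acetylcholine EC80 with DMSO and 100% = DMSO without agonist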
CHRM1 antagonist: human M1 muscarinic receptor antagonists, primary screen, CHO-K1 cells, Fluo-8 calcium fluorescence, 1536-well. Muscarinic acetylcholine receptor M1 (Homo sapiens), P11229. CHO-K1 hM1, ACh EC80 antagonist. inhibition, % at 3 µM. hit rate 1.3% among 360,000;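 active = percent inhibition above its own plate's cutoff, namely the mean of that plate's compound wells plus 3 SD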;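 also: peak over basal fluorescence ratio during 140 s after agonist addition; 0% = ACh EC80 plus DMSO and 100% = DMSO alone without agonist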
Target sequence (P11229 whole entry, looked up): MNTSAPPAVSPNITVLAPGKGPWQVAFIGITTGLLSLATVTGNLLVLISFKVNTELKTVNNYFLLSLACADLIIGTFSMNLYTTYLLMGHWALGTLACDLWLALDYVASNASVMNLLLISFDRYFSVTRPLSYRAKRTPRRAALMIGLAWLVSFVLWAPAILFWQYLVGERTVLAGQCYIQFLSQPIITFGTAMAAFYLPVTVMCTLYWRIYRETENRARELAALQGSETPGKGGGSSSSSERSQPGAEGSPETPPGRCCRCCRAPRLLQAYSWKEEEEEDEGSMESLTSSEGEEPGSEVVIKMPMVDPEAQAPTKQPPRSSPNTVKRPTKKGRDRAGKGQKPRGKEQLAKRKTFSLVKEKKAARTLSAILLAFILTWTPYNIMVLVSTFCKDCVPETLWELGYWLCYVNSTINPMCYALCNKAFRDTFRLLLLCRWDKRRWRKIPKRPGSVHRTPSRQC
CHRM1 agonist: human M1 muscarinic receptor agonists, primary screen, Fluo-8 calcium fluorescence, CHO-K1 cells, HTS | activation, % at 3 µM | Muscarinic acetylcholine receptor M1 (Homo sapiens), P11229 | hit rate 0.33% among 360,000 | CHO-K1 hM1, agonist mode; 0% DMSO, 100% acetylcholine EC100;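 active = activation above the run's mean compound activation plus 3 SD, cut at about 16% in these data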;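 also: peak over basal fluorescence ratio within a 140 s kinetic read after compound addition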
M4 ag: human M4 muscarinic receptor agonists, primary screen, CHO-K1 cells, Fluo-8 calcium fluorescence; CHO-K1 hM4/Gqi5; vehicle 0%, full acetylcholine response 100%; hit rate 0.14% among 360,000; activation, % at 3 µM; Muscarinic acetylcholine receptor M4 (Homo sapiens), P08173;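 active = activation above the run mean over all test wells plus 3 SD, cut at about 32% in these data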;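 also: peak over basal fluorescence ratio per well then scaled between controls; 0% = DMSO wells and 100% = acetylcholine at EC100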
CHRM5 agonist: human M5 muscarinic receptor agonists, primary screen, CHO-K1 cells, Fluo-8 calcium fluorescence; Muscarinic acetylcholine receptor M5 (Homo sapiens), P08912; CHO-K1 hM5 cells; 0% DMSO wells, 100% maximal acetylcholine response; activation, % at 3 µM; hit rate 0.19% among 360,000; AID 624037, 2012;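 active = activation above the run's mean over test compounds plus 3 SD, cut at about 23% in these data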;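 also: signal is peak over basal fluorescence ratio across the kinetic read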
CHRM1 PAM: human M1 muscarinic receptor positive allosteric modulators, primary screen, CHO-K1 cells, Fluo-8 calcium fluorescence, 1536-well; Muscarinic acetylcholine receptor M1 (Homo sapiens), P11229; CHO-K1 hM1, ACh EC20; 0% = ACh EC20, 100% = maximal ACh; activation, % at 3 µM; hit rate 0.088% among 360,000; in the data active = activation above about 19%, passing the limit was not always enough
CHRM5 PAM: human M5 muscarinic receptor positive allosteric modulators, primary screen, CHO-K1 cells, Fluo-8 calcium fluorescence | Muscarinic acetylcholine receptor M5 (Homo sapiens), P08912 | CHO-K1 hM5, ACh EC20 PAM; 0% = ACh EC20, 100% = ACh EC100 | activation, % at 3 µM | AID 624038, 2012 | hit rate 0.3% among 360,000;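 active = activation above the run cutoff, the mean activation of all test compounds plus 3 SD, cut at about 18% in these data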
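system = human M5 receptor in CHO-K1 cells | compound = one concentration, 3 µM final (nominal) | schedule = Post-acetylcholine fluorescence recording 140 s | signal = Fluo-8 calcium dye fluorescence, kinetic read | benchmarks = low control EC20 acetylcholine (0%), high control EC100 acetylcholine (100%) | repeats = singlicate, one well per test compound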
Numbers without * were called inactive; & = joins results of further samples; ! = not active in a repeat. Only part of the results is shown. The share of hits here may be higher or lower than overall.

Start of the listing, in advance (9 entries):
SMILES	TAAR1 agonist	CHRM4 antagonist	M5 antag	CHRM1 antagonist	CHRM1 agonist	M4 ag	CHRM5 agonist	CHRM1 PAM	CHRM5 PAM
CCCn1c(C(C)Nc2nc(-c3ccc(C)cc3)cs2)nc2ccccc21 (stereo not drawn)	1.7	4.5	3.2	-8.7	-6.0	-0.6	2.7	10.2	-1.1
CC(=O)Nc1cccc(-c2ccnc3c2CC(C)(C(=O)NCc2ccc(N(C)C)cc2)O3)c1 (stereo not drawn)	1.1	-13.8	4.6	-0.5	2.4	1.2	1.4	8.4	-2.4
COC(=O)c1nnn(CC(=O)Nc2ccc(C)c(F)c2)c1C(=O)OC	4.6	0.7	2.7	-2.2	-1.9	1.3	-0.6	6.9	0.5
Cc1nc2ccccc2c(C)c1C(=O)c1ccc(F)cc1	12.1	4.9	0.8	-4.2	-7.8	0.7	-2.2	13.6	5.4
CCOC(=O)N1CCN(C(=S)Nc2cccc(C)c2)CC1	9.5	-2.8	-2.3	-1.9	19.2*	-0.7	6.8	-0.5	1.5
COc1ccc2cc3cc(C(=O)NCC4CCCO4)oc3nc2c1 (stereo not drawn)	2.8	9.5	2.2	4.2	-2.2	2.8	-5.7	1.1	-4.8
C=CCNc1oc(-c2ccc(Cl)cc2)nc1C#N	1.7	-4.6	10.5	-14.6	0.6	0.0	0.3	9.7	-5.4
CC(=O)n1cc(CO)c2ccccc21	1.0	-26.9	0.1	1.5	-5.9	3.0	-2.3	-1.0	-3.3
COC(=O)CNc1nc(-c2ccncc2)nc2ccccc12	10.4	-14.9	-9.9	-24.7	-3.2	3.0	-6.0	7.7	11.2

This part in full, from the first entry:
SMILES	TAAR1 agonist	CHRM4 antagonist	M5 antag	CHRM1 antagonist	CHRM1 agonist	M4 ag	CHRM5 agonist	CHRM1 PAM	CHRM5 PAM
CCCn1c(C(C)Nc2nc(-c3ccc(C)cc3)cs2)nc2ccccc21 (stereo not drawn)	1.7	4.5	3.2	-8.7	-6.0	-0.6	2.7	10.2	-1.1
CC(=O)Nc1cccc(-c2ccnc3c2CC(C)(C(=O)NCc2ccc(N(C)C)cc2)O3)c1 (stereo not drawn)	1.1	-13.8	4.6	-0.5	2.4	1.2	1.4	8.4	-2.4
COC(=O)c1nnn(CC(=O)Nc2ccc(C)c(F)c2)c1C(=O)OC	4.6	0.7	2.7	-2.2	-1.9	1.3	-0.6	6.9	0.5
Cc1nc2ccccc2c(C)c1C(=O)c1ccc(F)cc1	12.1	4.9	0.8	-4.2	-7.8	0.7	-2.2	13.6	5.4
CCOC(=O)N1CCN(C(=S)Nc2cccc(C)c2)CC1	9.5	-2.8	-2.3	-1.9	19.2*	-0.7	6.8	-0.5	1.5
COc1ccc2cc3cc(C(=O)NCC4CCCO4)oc3nc2c1 (stereo not drawn)	2.8	9.5	2.2	4.2	-2.2	2.8	-5.7	1.1	-4.8
C=CCNc1oc(-c2ccc(Cl)cc2)nc1C#N	1.7	-4.6	10.5	-14.6	0.6	0.0	0.3	9.7	-5.4
CC(=O)n1cc(CO)c2ccccc21	1.0	-26.9	0.1	1.5	-5.9	3.0	-2.3	-1.0	-3.3
COC(=O)CNc1nc(-c2ccncc2)nc2ccccc12	10.4	-14.9	-9.9	-24.7	-3.2	3.0	-6.0	7.7	11.2
CCc1nc2c(OCC(=O)c3ccc(F)cc3)cccn2c1N(C)C(=O)c1cccs1	8.6	-9.2	21.9	2.5	-0.3	13.6	1.4	4.4	-12.9
COc1ccc2nc(SC(C(=O)c3ccccc3)c3ccccc3)nc(C)c2c1 (stereo not drawn)	2.5	-14.7	-2.0	-8.0	-1.6	0.3	1.2	8.1	3.9
COc1ccc(C(=O)NNC(=O)C2CCCO2)cc1 (stereo not drawn)	2.0	-2.8	9.8	-10.8	8.5	-0.2	0.3	8.8	-0.7
Cc1nc2cc(C(=O)N3c4ccccc4CC3C)ccc2s1 (stereo not drawn)	0.0	-9.6	-7.1	-10.6	-7.9	0.9	-4.5	8.2	-1.2
CCC(C)(C)n1nnnc1C(c1ccc(C)cc1)N(Cc1ccco1)Cc1cccs1 (stereo not drawn)	-0.7	12.2	-9.2	-28.9	-3.1	0.4	-6.7	0.8	3.6
CN1N=C(C(=O)N2CCCC(N3CCN(c4ccc(F)cc4)CC3)C2)CCC1=O (stereo not drawn)	1.6	-1.0	0.3	-11.3	-2.7	5.3	0.0	7.4	-2.9
CC(C)(C)c1ccc(-n2ncc3c2CCCC3NC(=O)CCN2CCCCC2=O)cc1 (stereo not drawn)	3.5	11.7	5.7	15.1	-1.7	4.5	2.6	-5.1	-2.4
O=C(CN1CCCCCCC1)N/N=C/c1ccc(F)cc1F	-0.7	-8.0	0.4	-4.1	-8.6	0.7	-0.7	4.0	1.4
O=C(O)CSCC(=O)Nc1ccccc1	2.6	-7.8	-6.9	-5.2	-3.0	2.4	-0.8	8.4	-0.5
COc1ccc2oc(C(=O)Nc3ccc(C)cn3)c(C)c2c1	-0.7	-1.3	-0.6	-7.2	-1.8	1.2	1.2	7.7	2.5
CCOC(=O)c1c(N)sc(C(C)=O)c1C	-0.7	3.6	1.0	-9.4	-3.1	-0.3	2.6	9.5	2.4
CCN(/N=C/c1ccc(Cl)cc1)c1cc(=O)n(C)c(=O)[nH]1	0.0	2.0	-11.6	-6.6	-5.5	1.2	-3.0	3.9	4.1
CCC1=Nc2cc(C(=O)O)ccc2Sc2ccccc21	7.2	-14.9	-5.4	-10.5	-1.6	1.8	2.8	9.2	-2.7
O=S(=O)(NCC1CCCO1)c1ccc(S(=O)(=O)N(Cc2ccc(F)cc2)Cc2ccccn2)cc1 (stereo not drawn)	2.4	6.1	-2.7	0.7	-2.8	7.6	0.5	-10.7	-10.0
Cn1c(NC(=O)c2ccco2)c(-c2ccccc2Cl)c(=O)c2ccccc21	2.9	11.9	-9.0	-13.3	-4.4	0.7	-2.9	15.1	4.0
CCc1ccccc1NC(=O)c1nnn(CC(=O)Nc2ccccc2C)c1N	0.7	-2.0	-6.9	-12.1	-1.2	1.3	-1.2	9.0	6.3
COc1cc2c3c(c1OC)-c1cc4c(cc1CC3(C#N)N(C(=O)c1ccccc1)CC2)OCO4 (stereo not drawn)	9.0	-2.0	8.4	2.0	2.8	3.1	0.1	-3.0	-9.9
CC(=O)Cc1c(C(=O)O)c(C)nn1-c1ccccc1	6.9	4.7	-4.8	2.8	-6.3	0.5	-0.2	0.0	3.9
Cc1ccc(CSc2ncccc2C(=O)O)cc1	3.7	2.7	0.3	-3.7	-3.6	-0.6	0.2	8.0	-6.3
Cc1onc(-c2ccccc2)c1C(=O)Nc1ccc2c(c1)OCO2	8.8	1.7	-1.6	-18.7	-2.8	-0.7	-2.7	13.5	0.2
O=C(CSc1nnc(NC(=O)Cc2ccccc2)s1)NCc1ccco1	11.1	-3.4	5.8	-7.7	-3.3	0.5	-0.8	11.1	3.2
O=C(O)c1nn(CCOc2ccccc2F)c(=O)c2ccccc12	4.5	3.4	15.4	-0.6	0.0	4.1	1.8	2.2	-3.8
CC(NC(=O)COC(=O)Cn1cc(C(F)(F)F)ccc1=O)c1ccccc1 (stereo not drawn)	8.9	-4.4	2.3	4.1	-2.1	1.1	0.8	1.7	0.7
O=C(Nc1ccccc1)OCCNC1CCCCC1	2.0	2.9	9.0	-10.8	-4.8	0.4	-1.1	2.0	4.6
COc1ccccc1OCCOCCOc1ccc(C)cc1[N+](=O)[O-]	2.2	-0.6	-8.0	-6.3	-5.8	2.0	-0.1	9.2	2.8
CCCCNc1c(-c2ccc(SC3CCCCC3)c(OC)c2)nc2ccc(C)cn12	2.4&-0.8	35.3*!	7.9&8.0	22.9	-1.6	4.0&2.6	4.2&0.0	-14.5	-8.3&-11.6
CSC(=S)N(C)C1CCS(=O)(=O)C1 (stereo not drawn)	1.1	-0.5	-1.8	-6.6	-4.6	1.0	-2.8	10.7	2.7
CC(C)C[C@H]1CN([C@@H](CC(C)C)CN2CCC[C@@H]2CN2C(=O)C(=O)NC[C@@H]2Cc2ccccc2)C(=O)C(=O)N1CCc1ccccc1	1.1	-2.3	1.1	-4.3	-7.0	0.1	-2.1	7.4	1.9
CCC(=O)N1CCC1(C)C(=O)Nc1ncc(C)s1 (stereo not drawn)	0.9	-13.3	9.9	-17.5	-0.7	0.8	2.7	11.9	-0.4
COC(=O)CN(c1nc(C)cc(OC)n1)S(=O)(=O)c1ccc(C)cc1	6.2	4.9	-0.4	-4.9	-9.8	0.2	-6.5	-10.6	0.8
Cc1ccc(S(=O)(=O)NC(C(=O)Oc2cc3oc(=O)cc(C)c3cc2Cl)C(C)C)cc1 (stereo not drawn)	6.4	-12.3	-3.0	1.1	-8.1	2.0	-1.9	7.8	0.5
CCN(/N=C/c1cccs1)c1cc(=O)n(C)c(=O)[nH]1	2.9	-15.8	2.3	-13.8	-1.6	0.5	-2.3	-2.9	-1.7
O=C(Nc1cccc2ccccc12)N1CC=C(c2ccccc2)CC1	2.9	-0.4	-4.5	-11.0	-2.1	0.8	-6.3	9.3	4.0
CCNS(=O)(=O)c1ccc(NC(=O)c2ccc(Cn3cc([N+](=O)[O-])cn3)o2)cc1	0.2	0.3	-2.2	-5.9	-9.3	1.5	-1.5	10.5	-1.6
Cc1cc(C)c(C)c(S(=O)(=O)ON2C(=O)c3ccccc3C2=O)c1C	10.2	-8.8	4.4	-6.3	-3.9	0.6	-1.1	2.8	-3.9
